OX1R FRET antag: antagonists of human orexin 1 receptor (OX1R). OX1R-expressing cells, FRET antagonist read-out. inhibition, % at 6.6 µM. AID 485270. O43613. hit rate 1.8% among 330,000; in the data active = inhibition mostly above about 38%, no sharp cut-off; inactive = mostly below about 40%;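 also: 0% = agonist challenge alone and 100% = reference antagonist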
KCNQ2 block: KCNQ2 potassium channel inhibitors, primary screen, cell-based, CHO-K1, FluxOR thallium flux, B-score (AID 2156); 20 min; stronger effect = lower value; B-score at 10 µM; hit rate 1.1% among 310,000;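 active = fluorescence ratio B-score at most minus 3 library SDs, with starting brightness B-score within 2 library SDs, cut at about -5.5 in these data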
Target sequence (O88943 whole entry, looked up): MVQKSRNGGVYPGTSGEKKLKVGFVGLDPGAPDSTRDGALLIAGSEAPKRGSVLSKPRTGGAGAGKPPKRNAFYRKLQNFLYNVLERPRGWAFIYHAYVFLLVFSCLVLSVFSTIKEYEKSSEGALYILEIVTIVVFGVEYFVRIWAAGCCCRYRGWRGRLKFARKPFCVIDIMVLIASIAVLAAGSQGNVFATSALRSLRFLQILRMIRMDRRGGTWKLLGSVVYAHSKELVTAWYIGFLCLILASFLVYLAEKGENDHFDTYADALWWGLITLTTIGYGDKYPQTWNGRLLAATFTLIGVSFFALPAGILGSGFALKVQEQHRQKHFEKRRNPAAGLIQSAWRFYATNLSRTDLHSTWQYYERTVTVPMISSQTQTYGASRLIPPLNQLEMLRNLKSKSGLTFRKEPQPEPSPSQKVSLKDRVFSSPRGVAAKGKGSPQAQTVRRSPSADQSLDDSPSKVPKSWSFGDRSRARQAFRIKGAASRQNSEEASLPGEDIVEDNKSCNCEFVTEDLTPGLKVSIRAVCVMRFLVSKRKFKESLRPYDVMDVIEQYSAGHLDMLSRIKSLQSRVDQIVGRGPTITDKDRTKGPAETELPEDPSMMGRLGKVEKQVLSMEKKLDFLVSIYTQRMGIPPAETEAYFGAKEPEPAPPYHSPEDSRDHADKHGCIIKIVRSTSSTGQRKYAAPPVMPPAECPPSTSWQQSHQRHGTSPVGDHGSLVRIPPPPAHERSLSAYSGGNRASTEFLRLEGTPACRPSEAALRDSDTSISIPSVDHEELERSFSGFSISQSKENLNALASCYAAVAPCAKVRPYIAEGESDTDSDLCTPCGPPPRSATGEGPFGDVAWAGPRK
STK33 inh: blocks human STK33 kinase activity. hit rate 0.073% among 320,000. inhibition, % at 10 µM. purified STK33, MBP phosphorylation, ADP-Glo luminescence. Q9BYT3. AID 2661;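 active = inhibition at or above 25%, using the most active replicate where run in duplicate; inactive = inhibition below 25%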
* marks the source's active call; other numbers are inactive results; i = inactive; x = no result given. Rows were taken by chance, and some 2.7% of all compounds hit somewhere here.

SMILES	OX1R FRET antag	KCNQ2 block	STK33 inh
O=C(NCc1ccccc1)NC1(C(=O)N2CCCC2)CCCCC1	18.6	x	-0.7
COc1ccc(C(=O)Nc2ccc3nc(C)c(C)nc3c2)cc1	15.6	i	0.5
O=C(O)CCC(=O)N1N=C(c2ccccc2)CC1c1ccc(Br)cc1 (stereo not given)	13.5	i	-1.9
O=C(Nc1cccnc1)C1COc2ccccc2O1 (stereo not given)	17.1	i	0.0
CC(=O)Nc1ccc(NC(=O)C(C)Oc2ccc(C)nc2[N+](=O)[O-])cc1 (stereo not given)	17.9	x	-0.6
COc1cc(-n2c(=O)c3ccccc3n(CC(=O)c3ccccc3)c2=O)cc(OC)c1OC	12.4	i	-1.5
CC(C)c1ccc(OC(=O)c2cccc(S(=O)(=O)N3CCN(C)CC3)c2)cc1	7.5	i	-0.5
CCOC(=O)COc1ccc(N)cc1CC(NC(C)=O)(C(=O)OCC)C(=O)OCC	-6.2	i	-1.0
COc1ccc(C(=O)Nc2c3c(nn2-c2ccc(Cl)cc2)CS(=O)(=O)C3)cc1	11.8	i	-1.8
COc1cc(OC)cc(C(=O)N[C@H](C(=O)Nc2nnc(C3CC3)s2)C(C)C)c1	12.4	i	-2.7
COc1ccc(-n2c(=S)[nH]c3cc(C(=O)N4CCN(c5ccccc5)CC4)ccc3c2=O)c(OC)c1	6.4	i	-1.0
CCOc1c(S(=O)(=O)NC2CC(C)(C)NC(C)(C)C2)ccc(Cl)c1Cl	8.8	i	-0.5

Copied from the list:
`O=C(NCc1ccccc1)NC1(C(=O)N2CCCC2)CCCCC1` in OX1R FRET antag: 18.6
`COc1ccc(C(=O)Nc2c3c(nn2-c2ccc(Cl)cc2)CS(=O)(=O)C3)cc1` in STK33 inh: -1.8
`COc1cc(-n2c(=O)c3ccccc3n(CC(=O)c3ccccc3)c2=O)cc(OC)c1OC` in OX1R FRET antag: 12.4

Further entries:
SMILES	OX1R FRET antag	KCNQ2 block	STK33 inh
COC(=O)Cc1c(C)nc(SCc2ccccc2)[nH]c1=O	5.2	i	-0.4
CC(C)Sc1nc2c(cnn2-c2ccc(F)cc2)c(=O)[nH]1	15.0	i	0.0
Cc1nc(CCNC(=O)CC2C(=O)NCCN2Cc2ccc(F)cc2)sc1C (stereo not given)	31.8	i	-1.2
O=C(CSc1nc2cc(Cl)c(Cl)cc2[nH]1)c1ccc2c(c1)OCO2	22.7	i	-0.9
O=C(c1cc2ccccc2o1)N(C1CC1)C1(C(=O)Nc2ccccc2)CCCC1	28.0	i	1.2
Cc1cc(C)nc(SC2CC(=O)N(c3ccc(Cl)cc3)C2=O)n1 (stereo not given)	24.3	i	-0.9
Cc1cccc(OCC(=O)Nc2ccc3c(c2)nc(CCN2CCN(c4ccccn4)CC2)n3C)c1	6.0	i	1.4
CCCCn1c(=O)[nH]c(=O)c2c1nc(-c1ccccc1F)n2Cc1ccccc1OC	24.1	i	-0.4
Cc1ccc2c(c1)/C(=C/c1ccco1)C(=O)N2	32.2	i	31.8*
O=C(CSCc1ccc(F)cc1)N1CCN(c2ccccc2)CC1	8.0	i	0.6
CC(OC(=O)[C@@H]1CCCN1C(=O)c1cccs1)C(=O)Nc1cccc([N+](=O)[O-])c1 (stereo not given in full)	16.7	x	-1.3
CC(=O)N1CCN(C(=O)c2ccc(S(=O)(=O)Nc3ccccc3F)cc2)CC1	3.5	x	-1.2
CC(C)c1cccc(C(C)C)c1OC(=O)NC(=O)c1c(F)cccc1F	28.1	i	-1.0
COc1ccc(CC(=O)Nc2ccc(N3CCCCC3)cc2)cc1	20.3	i	-2.0
Cc1ccc(SC(C)C(=O)Nc2ccccc2-c2ccccc2)cc1 (stereo not given)	23.2	i	-1.2
O=C(COC(=O)Cc1ccc(Cl)c(Cl)c1)Nc1ccc2[nH]c(=O)[nH]c2c1	5.8	i	-0.8
NC(=O)c1ccc(C2SCC(=O)N2CCc2ccccc2)cc1 (stereo not given)	-0.3	x	0.3
COC(=O)C1=C(C(=O)OC)[C@@H]2N(C)c3ccc(OC)cc3[C@@]23C[C@@H](C(=O)OC)N(C(=O)CC(C)C)C3=N1	8.0	i	-2.2
O=C(NN1C(=O)NC2(CCCCC2)C1=O)c1ccc(-c2ccc(Cl)cc2)o1	10.9	x	-0.8
Clc1ccccc1Cn1nnc2c(Nc3ccccc3)ncnc21	18.2	i	-1.1
Cc1nc(N2CCOCC2)nc(OC(C)C)c1[N+](=O)[O-]	13.5	i	-0.4
Cc1c(Cl)cccc1NC(=S)NC1CCN(Cc2ccccc2)CC1	0.1	i	-1.9
COc1cc(NS(=O)(=O)c2ccc(NS(=O)(=O)c3ccccc3)cc2)nc(OC)n1	4.6	i	-0.3
Cc1ccc(NC(CC(=O)c2ccccc2)C(=O)O)cc1Cl (stereo not given)	20.1	i	0.5
CC1CCN(C(=O)CN(C)S(=O)(=O)c2cccc3nsnc23)CC1	82.7*	i	-1.2
COc1ccccc1-n1c(SCC(=O)O)nnc1-c1ccc(S(=O)(=O)N2CCCCC2)cc1	7.1	i	x
COC(=O)c1nn(-c2nc(-c3cccc(OC)c3)cc(C(F)(F)F)n2)cc1[N+](=O)[O-]	9.4	i	-0.7
Cc1ccc(S(=O)(=O)NC(=O)Nc2nnc(C3CC3)s2)cc1	9.1	i	-0.1
O=C(NC1=NCCS1)c1cc(Cl)ccc1Cl	14.7	i	-1.7
CC1(C)Cc2ccccc2C(/C(=N/O)C(N)=O)=N1	2.5	i	4.8
Cc1ccc(S(=O)(=O)NNC(=O)Nc2cccc(C)c2C)c(C)c1	8.2	i	0.9
O=C(COc1ccccc1)Nc1ccc2c(c1)nc1n2CCSC1	16.0	i	0.5
Cc1ccc(NC(=O)CSCC(=O)NNC(=O)c2nn(C)c(=O)c3ccccc23)cc1	8.3	x	-0.1
O=C(Nc1ccc(Br)cc1)/C(=C/c1cccc([N+](=O)[O-])c1)NC(=O)C1CCCCC1	11.8	-7.65*	-1.3
CCc1ccc2[nH]c(=O)c(C(c3nnnn3CCOC)N3CCN(c4ccc(F)cc4)CC3)cc2c1 (stereo not given)	-0.6	i	-0.7
O=C(O)CSC1CC(=O)N(c2ccc(Br)cc2)C1=O (stereo not given)	2.8	i	-1.8

Compound profiles, as listed above.
Shown for COC(=O)c1nn(-c2nc(-c3cccc(OC)c3)cc(C(F)(F)F)n2)cc1[N+](=O)[O-] → OX1R FRET antag: 9.4; KCNQ2 block: i; STK33 inh: -0.7
Shown for COc1ccccc1-n1c(SCC(=O)O)nnc1-c1ccc(S(=O)(=O)N2CCCCC2)cc1 → OX1R FRET antag: 7.1; KCNQ2 block: i; STK33 inh: x

Additional structures follow.
SMILES	OX1R FRET antag	KCNQ2 block	STK33 inh
CCCn1nc2cc(C(=O)NCc3ccc4c(c3)OCO4)ccc2c1OCC	13.8	i	-0.3
Cc1ccc(NC(=O)c2ccccc2NS(=O)(=O)c2ccc(F)cc2)cc1S(=O)(=O)N1CCCCC1	44.9	i	0.5
Cn1cccc1C(=O)NC(=O)COC(=O)c1ccccc1Sc1ccccc1C#N	40.1	i	-0.8
O=C1C(SC(F)(F)C(F)F)=C(C(F)(F)F)OC2C3C=CC(C3)C12 (stereo not given)	18.7	i	-1.3
Cc1ccccc1C(=O)Nc1cccc(NC(=O)c2cccnc2)c1	24.8	i	0.6
COCCCn1c(=O)c2ccccc2n(CC(=O)Nc2ccc3c(c2)OCCO3)c1=O	5.1	i	-0.7
COc1cc(C(=O)NNC(=S)NCc2ccco2)cc(OC)c1OC	-2.9	i	-1.1
O=C1C2CC=C(Cl)CC2C(=O)N1CCCCCCN1C(=O)C2CC=C(Cl)CC2C1=O (stereo not given)	23.7	i	-0.7
COCCn1c(C)cc(C(=O)COC(=O)c2ccc(-n3nc(C)cc3C)cc2)c1C	1.9	i	1.6
CCCCOC(=O)c1ccc(NC(=O)c2c(Cl)ccc(Cl)c2OC)cc1	13.6	i	-2.5
COc1ccc(S(N)(=O)=O)cc1C(=O)NCC(C)(C)N1CCOCC1	16.5	i	-1.0
O=C(COC(=O)c1cccnc1Cl)Nc1ccc(S(=O)(=O)N2CCOCC2)cc1	7.0	x	-0.8
CCc1ccccc1NC(=O)CN(C)C(=O)CSc1nnc(Nc2ccc(C)cc2)s1	21.0	i	-3.5
NS(=O)(=O)c1cnccc1Oc1cccc(Cl)c1	11.7	i	-0.6
O=C(c1ccccc1)c1coc2c1C(=O)c1ccccc1C2=O	42.9	i	1.5
O=C(NCCN1CCOCC1)c1ccc(Cl)cc1[N+](=O)[O-]	15.9	i	-1.3
CCC1CCCCN1CCNS(=O)(=O)c1ccc2c(c1)CCN2C(C)=O (stereo not given)	12.2	i	-1.5
Cc1ccc(SCc2cc(=O)n(C)[nH]2)cc1	21.0	i	0.0
CN(CC(=O)Nc1ccccc1Br)C(=O)CCSc1ccc(F)cc1	18.1	i	0.3
Cc1nnc(N2C(=O)c3ccc(Br)cc3C2=O)s1	0.7	i	1.4
COC(=O)c1ccccc1OCCOCCOc1cccc2ccc(C)nc12	6.3	i	-1.5
CCN(CC)CCCN1C(=O)C(O)=C(C(=O)c2ccco2)C1c1ccc(C)o1 (stereo not given)	10.8	i	-0.4
O=C1CCCC(O)=C1C=NCc1ccccc1	20.3	i	-0.7
O=c1oc2ccccc2n1CCCOc1ccccc1	6.5	i	0.1
O=C(NNc1ccc([N+](=O)[O-])cc1)C12CC3CC(CC(C3)C1)C2	7.9	i	-0.2
CNC(=O)C1=C(C)Nc2nc3ccccc3n2C1c1cccc(OC)c1 (stereo not given)	7.6	i	-2.4
CCCCSc1ccc2nc(-c3ccc(C#N)cc3)cn2c1	22.2	i	-1.4
Cc1ccc(OCCn2cnc3sc(C(N)=O)c(C)c3c2=O)cc1	12.1	i	-1.1
CCOc1ccc(NS(=O)(=O)c2ccc(OCC)c3ncccc23)cc1	32.0	i	4.5
CCN1CCc2c(C#N)c(N3CCCCC3)nc(NCc3ccccc3)c2C1	2.7	i	3.1
O=C1c2ccsc2SCCN1Cc1c(F)cccc1Cl	9.2	i	-0.8
O=C1CSC(c2cccc(F)c2)N1c1ccc(O)cc1 (stereo not given)	-5.8	i	-1.9
CCCC(NS(=O)(=O)c1ccc(OC)cc1)C(=O)O (stereo not given)	10.5	i	-0.3
CC(=O)Nc1ccc(NC(=O)CCc2nc3ccccc3c(=O)[nH]2)cc1	15.3	i	-1.8
c1ccc2oc(-c3nn4c(Cn5cnc6ccccc65)nnc4s3)cc2c1	19.9	i	-3.9
COc1cc(C)c(S(=O)(=O)NCc2cccs2)cc1C	6.6	i	-0.2
CCCCn1c(SCC(=O)c2ccc(O)cc2O)nc2cc(S(N)(=O)=O)ccc21	10.8	i	-0.7
S=C(c1ccc(-c2cccc(Cl)c2)o1)N1CCOCC1	8.1	i	-1.7
O=C(CN(C(=O)CNC(=O)c1ccco1)c1ccc(F)cc1)NC1CCCC1	13.8	i	-0.4
CCOc1ccc(C(=O)c2ccc(OCC)c(N)c2)cc1N	7.4	i	-4.1
O=C(Nc1ccc(N=Nc2ccccc2)cc1)c1cccc(Cl)c1	15.4	i	-1.3
CN(CCOc1ccccc1)C(=O)C1CCN(C(=O)c2ccc(Cl)cc2)CC1	17.5	i	-0.2
CC(=O)Cn1cnc2c(cnn2-c2ccccc2)c1=O	-7.6	i	-0.2
O=C(c1ccc([N+](=O)[O-])cc1)c1cc2ccc(O)cc2oc1=O	19.9	i	0.2
COc1ccccc1N1CCN(S(=O)(=O)Cc2ccccc2Cl)CC1	5.0	i	-4.7
COc1ccc(C(=O)NC2CCCc3c2cnn3-c2cccc(C)c2C)c(OC)n1 (stereo not given)	38.4	-6.25*	-0.4
CCn1ccnc1CNC(=O)CC1C(=O)NCCN1Cc1ccc(F)cc1Cl (stereo not given)	7.4	i	-0.4
O=C(CN1CCN(Cc2ccc3c(c2)OCO3)CC1)Nc1ccc2[nH]c(=O)[nH]c2c1	5.9	x	0.3
Cc1cc(C)n(-c2ccc(C(=O)Nc3ccc(N4CCOCC4)cc3)cc2)n1	18.0	i	-1.2
Cc1cc2nccc(-c3ccccn3)n2n1	29.5	i	-1.0
O=C(CSc1nnnn1-c1cccc2c1CCCC2)N1CCCC1	7.2	i	-1.1
Cc1ccc(C(=O)NC(NC(=O)c2ccc(C)cc2)C(Cl)Cl)cc1	14.5	i	0.1
CN(C)CCNC(=O)c1ccccc1	-1.7	i	-0.4
CC(=O)Nc1ccc(CN2CCc3c([nH]c4ccccc34)C2c2ccccn2)cc1 (stereo not given)	11.0	i	-0.1
COc1ccc(/C=N/NC(=O)C2C(C=C(Cl)Cl)C2(C)C)c(OC)c1 (stereo not given)	7.1	i	4.0
Cc1ccc2nc(C)cc(OCC(=O)O)c2c1	22.8	i	-1.0
COc1ccc(-c2ccc(CNCCCN3CCOCC3)o2)cc1Cl	8.6	i	x
CCC(C)(C)NC(=O)c1ccc(Br)o1	1.1	i	-2.2
CCn1cc(S(=O)(=O)CC(=O)Nc2cccc(C)c2)c2ccccc21	22.5	i	-0.6
COc1ccc(CCN2CC(C(=O)NCc3cnn(C(C)C)c3)CCC2=O)cc1 (stereo not given)	-0.1	i	-0.5
Nc1nc2sc3c(c2cc1C(=O)N1CCOCC1)CCCC3	12.3	i	0.1
COC(=O)c1ccccc1S(=O)(=O)N1CCC(C(=O)OCC(=O)c2ccccc2OC)CC1	15.6	i	0.6
CCSC1=NCCN1S(=O)(=O)c1ccc(F)cc1	8.0	i	-0.4

Screens as filed in PubChem BioAssay.
